High-throughput results from PubChem BioAssay.
D2 agonist: activates the human D2 dopamine receptor; P14416; HEK293 T-REx D2 cells, calcium flux agonist mode; activation, % at 2 µM; actives 0.53% (n = 340,000); AID 485358;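 active means activation over 3 SD above normal in the single-dose calcium agonist read, cut at about 30% in these data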; further: 0% is about no effect
Target sequence (P14416 whole entry, looked up): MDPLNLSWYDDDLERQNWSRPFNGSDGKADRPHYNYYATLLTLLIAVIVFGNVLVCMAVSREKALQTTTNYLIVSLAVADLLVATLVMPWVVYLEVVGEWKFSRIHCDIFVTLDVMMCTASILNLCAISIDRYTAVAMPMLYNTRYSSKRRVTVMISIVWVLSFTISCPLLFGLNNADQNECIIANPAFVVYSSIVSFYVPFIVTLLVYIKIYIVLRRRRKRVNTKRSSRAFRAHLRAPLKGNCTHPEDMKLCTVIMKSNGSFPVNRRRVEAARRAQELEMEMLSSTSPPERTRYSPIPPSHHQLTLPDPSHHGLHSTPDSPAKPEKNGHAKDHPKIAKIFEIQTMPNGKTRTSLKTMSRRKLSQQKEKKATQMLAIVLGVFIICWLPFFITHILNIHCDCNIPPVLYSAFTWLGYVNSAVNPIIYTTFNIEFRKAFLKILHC
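Agonism is scored from calcium flux in a force-coupled, inducible HEK293 cell line expressing D2, read kinetically for 180 s after compound addition against dopamine controls.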
D1 ag: human D1 receptor agonism; activation, % at 2 µM; HEK293 T-REx D1 cells, calcium flux, agonist mode; P21728; actives 1% (n = 360,000); further: 0% is about no effect
Target sequence (P21728 whole entry, looked up): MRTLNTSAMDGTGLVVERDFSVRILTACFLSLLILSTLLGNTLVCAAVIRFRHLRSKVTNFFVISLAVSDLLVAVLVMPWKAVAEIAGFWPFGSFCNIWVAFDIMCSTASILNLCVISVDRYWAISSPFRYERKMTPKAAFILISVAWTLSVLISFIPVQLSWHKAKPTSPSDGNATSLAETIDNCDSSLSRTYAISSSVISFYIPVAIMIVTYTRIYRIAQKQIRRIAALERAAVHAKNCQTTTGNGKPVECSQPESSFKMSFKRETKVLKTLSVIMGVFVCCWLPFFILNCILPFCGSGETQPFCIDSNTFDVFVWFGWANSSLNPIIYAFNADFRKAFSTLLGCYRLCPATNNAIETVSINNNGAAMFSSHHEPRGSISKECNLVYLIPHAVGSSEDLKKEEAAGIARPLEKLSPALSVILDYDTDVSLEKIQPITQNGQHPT
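Inducible HEK293 T-REx D1 cells, force-coupled to calcium signalling, were plated at 4000 cells/well with tetracycline and held overnight at 30 C. After no-wash calcium dye loading, compound-evoked calcium rise over 180 s flagged agonists.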
D1 potentiator: potentiators of human D1 dopamine receptor. potentiation, % at 10 µM. AID 504651. HEK293 TREx D1 cells, calcium flux, dopamine EC20 potentiation. actives 0.036% (n = 360,000). P21728; in the data active means potentiation above about 30%; further: 0% is about no effect
D2 antagonist: antagonizes the human D2 dopamine receptor | inhibition, % at 10 µM | P14416 | HEK293 TREx D2 cells, calcium flux, dopamine EC80 | actives 2% (n = 340,000); in the data active means inhibition above about 30%; further: 0% is about no effect
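Cells plated overnight at 30 C with tetracycline; no-wash calcium dye, 30–90 min RT; 10 s baseline; compound pinned; 180 s read; EC80 dopamine added; another 180 s read.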
D1 antagonist: antagonists of human D1 dopamine receptor. P21728. HEK293 TREx D1 cells, calcium flux, dopamine EC80; stronger effect = lower value. activity change, negative = inhibition, % at 10 µM. actives 3.2% (n = 360,000). AID 504652; in the data active means activity change below about -30%; further: on the % scale 0 is the no-effect control and ±100 the full control effect
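HEK293 T-REx cells expressing inducible, force-coupled D1 receptor; no-wash Ca dye, 30–90 min RT. Cmpd → 180 s read at 1 Hz → EC80 DA → 180 s read.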
TRHR agonist: activates the human TRH receptor | TRHR cells, calcium flux fluo-8, FDSS agonist mode | activation, % at 2 µM | actives 0.18% (n = 360,000) | AID 493084; further: 0% is about no effect
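TRHR-expressing cells, plated overnight in medium with 10% serum, were loaded with fluo-8 calcium dye at room temperature. After a 10 s baseline, library compound was pin-added and calcium release was recorded kinetically (ex 480/em 530) as agonist response.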
D2 potentiator: positively modulates the human D2 dopamine receptor allosterically. actives 0.34% (n = 340,000). HEK293 T-REx D2, calcium flux, EC20 dopamine potentiation. AID 485347. potentiation, % at 10 µM. P14416;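 active means potentiation over 3 SD above the plate norm, cut at about 30% in these data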; further: 0% is about no effect
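Potentiation of an EC20 dopamine calcium response is measured in a force-coupled, tetracycline-inducible Hek293 Trex D2 line. Compound-only kinetic reads over 180 s flag agonists before dopamine addition.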
TRHR PAM: TRH receptor (human) allosteric enhancement. P34981. TRHR cells, fluo-8 calcium fluorescence, EC20 TRH enhancement. enhancement, % at 2 µM. actives 0.66% (n = 360,000); in the data active means enhancement above about 30%; further: 0% is about no effect
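TRHR-expressing cells loaded with fluo-8 calcium dye were read kinetically (ex 480/em 530) during compound addition, then stimulated with an EC20 of TRH (10 nM final). Enhancement of the Gq-mediated intracellular calcium response was scored.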
RXFP1 antag: antagonists of human relaxin receptor RXFP1; AID 1259400; activity change, negative = inhibition, % at 57.5 µM; Q9HBX9; HEK293-RXFP1, relaxin-stimulated cAMP HTRF, 30 min; stronger effect = lower value; actives 0.59% (n = 350,000);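 active means activity change of -60% or lower, but not beyond a set lower limit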; further: on the % scale 0 is the no-effect control and ±100 the full control effect
* = called active by the depositor; . = no result given. Unless noted, no stated cut-off is given here; in the data, active means activation above about 30%; inactive means the rest.

SMILES	D2 agonist	D1 ag	D1 potentiator	D2 antagonist	D1 antagonist	TRHR agonist	D2 potentiator	TRHR PAM	RXFP1 antag
COc1ccc(/C=C2/C(=O)N(c3ccccc3)N=C2C)cc1OC	-0.2	10	-2	-10	21	0.2	13	15	-35
Cc1cccc(N2C(=O)CSC23C(=O)N(Cc2cccc(C(F)(F)F)c2)c2ccccc23)c1 (configuration not stated)	0.3	17	-6	.	-12	-2.0	.	12	.
Cc1noc(C)c1COC(=O)c1ccc2c(c1)OCO2	0.8	3	-7	12	5	0.2	-4	-3	11
CCOC(=O)c1ccc(NC(=O)c2cc(C)nc3ccccc23)cc1	-5.1	5	2	2	-15	0.7	-3	-4	-8
CN(c1ccc(F)cc1)S(=O)(=O)N1CCCC(C(=O)NCCc2ccccc2)C1 (configuration not stated)	-1.2	14	-6	.	-8	-1.3	6	2	-9
COc1ccc(NC(=O)Cn2nnc(-c3ccccc3NC(=O)c3ccco3)n2)cc1	.	3	-4	.	-28	0.3	.	3	-13
COC(=O)C(NC(C)=O)(Nc1ccccn1)C(F)(F)F (configuration not stated)	-0.2	0	-2	-1	1	0.7	8	-2	-4
CC(=O)Nc1cccc(OC(=O)N2CCOCC2)c1	-0.1	0	3	-9	23	-0.7	11	2	-3
O=C(COc1cccc(C(F)(F)F)c1)NCC(c1ccco1)N1CCCCC1 (configuration not stated)	-0.1	0	-6	11	-4	0.0	-15	6	-61*
O=C(Cc1ccccc1)NCCCc1ccccc1	0.0	1	-5	-23	5	-0.6	-4	3	-2
CCn1c(CNC(=O)C23CC4CC(CC(C4)C2)C3)nnc1SCC(=O)Nc1ccc(C)cc1	0.8	0	4	.	12	-0.2	10	-7	.
COc1ccc(/C=N/NC(=O)c2cccc(COCC(F)(F)C(F)F)c2)cc1	-3.8	0	1	-11	-9	-0.7	-1	0	.
CCOc1ccc(/C=C2\CCc3ccccc3C2=O)cc1	0.2	10	7	5	-29	-1.2	-12	1	-37
O=C(NCCCN1CCN(c2ccccc2F)CC1)C1CCC(=O)N1C1CCCCC1 (configuration not stated)	69*	1	-9	56*	-5	-0.9	-23	2	10
N#Cc1c(-c2cccs2)cc(C2CC2)nc1SCC(N)=O	0.5	-1	2	-10	18	-0.3	-7	-1	-2
Cc1ccn2cc(-c3cccc([N+](=O)[O-])c3)nc2c1	-0.1	1	2	-1	-1	-1.4	8	-1	10
O=C(C1COc2ccccc2O1)N1CCN(c2nc3c(F)cccc3s2)CC1 (configuration not stated)	.	0	-1	.	.	1.0	-2	-2	-26
Cc1cc(C(=O)OCC(=O)Nc2ccccc2C)c(C)o1	-0.1	7	.	26	-11	0.0	7	2	-10
COc1ccc(NC(=O)C2C3CCC(C3)C2C(=O)O)cc1OC (configuration not stated)	0.2	1	2	10	5	0.3	3	7	-7
O=C(CC1C=Cc2ccccc2N1C(=O)c1ccccc1)c1ccccc1 (configuration not stated)	-0.5	4	-4	-17	5	-2.1	5	9	-20
CC(=O)NS(=O)(=O)c1ccc(NC(=O)/C=C/c2ccccc2)cc1	-1.0	1	2	-7	-10	0.1	7	-2	-4
COc1ccc(-n2c(N)cc(=O)[nH]c2=O)cc1	0.6	0	3	2	-14	0.0	7	1	-7
COc1ccc(CCNC(=O)CCc2c(C)nc3nc(C)nn3c2C)cc1OC	-0.8	-1	-4	.	-21	0.0	-2	11	.
C=CCn1c(Cc2c[nH]c3ccccc23)nnc1SCC(=O)NCc1ccccc1	-0.2	0	3	-15	9	-0.2	3	-1	-2
O=C(CN1CCN(c2ccccc2)CC1)Nc1ccc2c(c1)OCCO2	56*	0	-3	45*	-9	0.0	-31	-4	-20

The results go on.
SMILES	D2 agonist	D1 ag	D1 potentiator	D2 antagonist	D1 antagonist	TRHR agonist	D2 potentiator	TRHR PAM	RXFP1 antag
COc1ccc(Br)cc1C1NC(=O)c2c(sc3c2CCN(C)C3)N1 (configuration not stated)	0.7	3	4	15	2	3.8	-3	-2	7
O=[N+]([O-])c1cccnc1NCCc1c[nH]c2ccccc12	0.0	-1	-1	-13	4	0.4	7	3	0
O=C(c1cc(COc2ccc(F)cc2Cl)on1)N1CCCCCC1	-0.5	2	-1	3	-7	-0.1	3	-3	-2
CC(=O)N1c2ccc(S(=O)(=O)NCC3CCC(C(=O)N4CC(C)CC(C)C4)CC3)cc2CC1C (configuration not stated)	-0.2	7	4	9	14	-1.2	-2	-6	2
O=C(C1CCN(S(=O)(=O)N2CCC3(CC2)OCCO3)CC1)N1CCc2ccccc2C1	0.3	3	-3	11	6	0.7	-2	16	-13
CCS(=O)(=O)c1ccc2oc(SCC(=O)NCCC3=CCCCC3)nc2c1	-1.4	3	-7	68*	-7	-0.7	-1	-3	5
CN1CCN(CCCC(=O)c2ccc(F)cc2)CC1	-0.5	0	-3	21	-5	-0.2	-20	4	2
Cc1ccc(N2C(=O)N(CC(=O)NCc3ccccc3Cl)C(=O)C2C)cc1 (configuration not stated)	1.5	13	0	-6	15	0.4	4	1	-15
CN(C)C(=O)Cn1cc(S(=O)(=O)Cc2ccccc2)c2ccccc21	0.5	1	-2	10	13	1.0	0	0	35
COc1cc(OC)c2c(-c3ccccc3)cc(=O)oc2c1C(CCN1CCCCC1)c1ccc(N(C)C)cc1 (configuration not stated)	-0.2	10	1	16	-17	0.5	-12	2	.
Cc1cc(C)n(CCNC(=O)C2CCC(=O)N(CC3CCCCC3)C2)n1 (configuration not stated)	0.0	1	-7	6	-9	-0.9	-3	-2	4
Cc1cc(C)c(Cn2c(CCNC(=O)c3ccco3)nc3ccccc32)c(C)c1	.	1	-1	.	16	-0.2	-8	1	-17
Cc1cc(C(=O)Cn2cc(C(F)(F)F)ccc2=O)c(C)n1-c1ccccc1	1.9	1	2	2	10	-0.4	-2	-2	-9
CCn1cc(C(=O)NC2CCCCC2)c(=O)c2cc(S(=O)(=O)N(C)C)ccc21	0.1	4	0	-19	-7	0.0	9	-6	-11
Cc1cc(C)cc(-n2ccn3c(CC(C)(C)CC(=O)O)nnc3c2=O)c1	0.4	-1	-1	.	10	1.1	-8	-7	.

Grouped by structure, those above with a halogen (12)
SMILES	D2 agonist	D1 ag	D1 potentiator	D2 antagonist	D1 antagonist	TRHR agonist	D2 potentiator	TRHR PAM	RXFP1 antag
Cc1cccc(N2C(=O)CSC23C(=O)N(Cc2cccc(C(F)(F)F)c2)c2ccccc23)c1 (configuration not stated)	0.3	17	-6	.	-12	-2.0	.	12	.
CN(c1ccc(F)cc1)S(=O)(=O)N1CCCC(C(=O)NCCc2ccccc2)C1 (configuration not stated)	-1.2	14	-6	.	-8	-1.3	6	2	-9
COC(=O)C(NC(C)=O)(Nc1ccccn1)C(F)(F)F (configuration not stated)	-0.2	0	-2	-1	1	0.7	8	-2	-4
O=C(COc1cccc(C(F)(F)F)c1)NCC(c1ccco1)N1CCCCC1 (configuration not stated)	-0.1	0	-6	11	-4	0.0	-15	6	-61*
COc1ccc(/C=N/NC(=O)c2cccc(COCC(F)(F)C(F)F)c2)cc1	-3.8	0	1	-11	-9	-0.7	-1	0	.
O=C(NCCCN1CCN(c2ccccc2F)CC1)C1CCC(=O)N1C1CCCCC1 (configuration not stated)	69*	1	-9	56*	-5	-0.9	-23	2	10
O=C(C1COc2ccccc2O1)N1CCN(c2nc3c(F)cccc3s2)CC1 (configuration not stated)	.	0	-1	.	.	1.0	-2	-2	-26
COc1ccc(Br)cc1C1NC(=O)c2c(sc3c2CCN(C)C3)N1 (configuration not stated)	0.7	3	4	15	2	3.8	-3	-2	7
O=C(c1cc(COc2ccc(F)cc2Cl)on1)N1CCCCCC1	-0.5	2	-1	3	-7	-0.1	3	-3	-2
CN1CCN(CCCC(=O)c2ccc(F)cc2)CC1	-0.5	0	-3	21	-5	-0.2	-20	4	2
Cc1ccc(N2C(=O)N(CC(=O)NCc3ccccc3Cl)C(=O)C2C)cc1 (configuration not stated)	1.5	13	0	-6	15	0.4	4	1	-15
Cc1cc(C(=O)Cn2cc(C(F)(F)F)ccc2=O)c(C)n1-c1ccccc1	1.9	1	2	2	10	-0.4	-2	-2	-9

Part of the list above, showing only TRHR agonist, D2 agonist and D2 antagonist.
SMILES	TRHR agonist	D2 agonist	D2 antagonist
COc1ccc(/C=C2/C(=O)N(c3ccccc3)N=C2C)cc1OC	0.2	-0.2	-10
COc1ccc(NC(=O)Cn2nnc(-c3ccccc3NC(=O)c3ccco3)n2)cc1	0.3	.	.

Outcome played no part in choosing rows. Share with any hit: about 7.3%.
